PI4K2A block – inhibitors of human PI4K2A | purified PI4K2A, ADP-Glo luminescence, 1 h; stronger effect = lower value | activity change, negative = inhibition, % at 76.9 µM | hit rate 0.13% among 420,000 | AID 1346378; in the data active means activity change below about -50%; inconclusive means mostly about -30% to -49%;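 further: -100% = wells without enzyme as full effect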
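Compounds are screened against recombinant PI4K2A using PI as substrate and ATP, the latter dispensed at 300 microM. Reactions run one hour at ambient temperature before ADP-Glo detection; full inhibition defined by wells lacking enzyme.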
Vif-A3G inh – Vif-A3G binding inhibition; Q9HC16; HeLa A3G-eYFP + Vif (tagged APOBEC3G with the HIV-1 protein that degrades it), YFP fluorescence, overnight; Potency, µM (titrated, usually from 46.1 µM), inactives show top-dose activity, negative = active, usual class: inhibitors; hit rate 0.076% among 410,000; AID 602310;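 further: potency means the concentration at half of the fitted maximal effect; on the % scale 0 is the no-effect control and ±100 the full control effect; nearly all actives have a fitted effect of over 60% in size; hits raise eYFP signal because A3G escapes Vif-driven loss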
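Read-out is eYFP fluorescence (Ex 488/Em 500-530) from Vif-expressing HeLa A3G-eYFP cells; more signal means A3G escaped Vif-mediated degradation. Cells plated overnight, compound pinned in, incubated overnight at 37 deg C.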
Glioma ERSR ind – induces the endoplasmic reticulum stress response in human glioma cells; U87-MG GRP78 promoter luciferase reporter, 16 h; Potency, µM, inactives show at the highest dose activation, actives largely listed as activators; hit rate 0.02% among 420,000; AID 602332; further: potency means the concentration at half of the fitted maximal effect; series mostly up to about 76 µM; % of control where 0% means no effect; nearly all actives have a fitted effect of over 35% in size
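Stably transfected U87-MG human glioma cells carrying a GRP78-based luminescent sensor were seeded at 1000 cells/well, pin-dosed with compounds and incubated 16 h. Luciferase reagent was then added, and end-point luminescence was read after 10 min at room temperature.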
USP1 inh – USP1/UAF1 (human) deubiquitinase inhibition. Potency, µM (doses to about 57.1 µM), inactives show at the highest dose activity change, negative = inhibition, most hits filed as inhibitors. O94782. hit rate 0.23% among 390,000. recombinant USP1/UAF1, Ub-Rhodamine cleavage fluorescence; further: potency means the concentration at half of the fitted maximal effect; on the % scale 0 is the no-effect control and ±100 the full control effect; nearly all actives have a fitted effect of over 60% in size; inactives centre near -12
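Step one: compound is pinned into 1nM USP1/UAF1 in HEPES pH 7.8 buffer with TCEP. Step two: 15 min room-temperature incubation. Step three: Ub-Rho (150nM final) starts cleavage, tracked by fluorescence over six one-minute reads.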
TrxR1 substrate – substrates of rat thioredoxin reductase 1; O89049; purified TrxR1 substrate turnover, NADPH consumption readout; Potency, µM (titrated, usually from 114 µM), for the others: at the highest dose activity change, negative = substrate turnover; hit rate 0.01% among 390,000; AID 588456; further: potency means the concentration at half of the fitted maximal effect; on the % scale 0 is the no-effect control and ±100 the full control effect; nearly all actives have a fitted effect of over 50% in size
Target sequence (O89049 whole entry, looked up): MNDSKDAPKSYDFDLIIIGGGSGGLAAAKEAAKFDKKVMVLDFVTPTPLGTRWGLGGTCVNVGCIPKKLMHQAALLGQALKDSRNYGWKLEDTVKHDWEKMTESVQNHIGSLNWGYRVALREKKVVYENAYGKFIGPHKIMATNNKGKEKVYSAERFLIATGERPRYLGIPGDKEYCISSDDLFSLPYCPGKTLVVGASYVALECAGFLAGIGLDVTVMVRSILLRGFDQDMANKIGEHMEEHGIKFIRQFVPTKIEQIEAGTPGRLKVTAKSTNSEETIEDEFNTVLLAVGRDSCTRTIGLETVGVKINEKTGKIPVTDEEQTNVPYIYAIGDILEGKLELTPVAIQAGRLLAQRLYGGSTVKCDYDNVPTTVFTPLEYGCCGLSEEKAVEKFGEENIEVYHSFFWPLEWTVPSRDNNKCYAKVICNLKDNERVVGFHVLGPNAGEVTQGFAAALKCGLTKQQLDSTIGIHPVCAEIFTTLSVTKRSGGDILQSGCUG
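Rat TrxR1, dispensed at 90 nM, was prereduced with 400 uM NADPH (final) for 5 min at ~22 deg C, then incubated with compound 15 min before 400 uM selenite. A first-read NADPH fluorescence drop versus no-compound background flagged substrates.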
IDH1 R132H inh – inhibitors of human mutant IDH1 R132H | IDH1-R132H enzyme, NADPH consumption, diaphorase/resazurin fluorescence | O75874 | hit rate 0.093% among 390,000 | AID 602179 | Potency, µM (top dose mostly 76.6 µM), for inactives: at the top dose activity change, negative = inhibition, most hits filed as inhibitors; further: potency means the concentration at half of the fitted maximal effect; on the % scale 0 is the no-effect control and ±100 the full control effect; nearly all actives have a fitted effect of over 65% in size
Target sequence (O75874 whole entry R132H, stated change not applied): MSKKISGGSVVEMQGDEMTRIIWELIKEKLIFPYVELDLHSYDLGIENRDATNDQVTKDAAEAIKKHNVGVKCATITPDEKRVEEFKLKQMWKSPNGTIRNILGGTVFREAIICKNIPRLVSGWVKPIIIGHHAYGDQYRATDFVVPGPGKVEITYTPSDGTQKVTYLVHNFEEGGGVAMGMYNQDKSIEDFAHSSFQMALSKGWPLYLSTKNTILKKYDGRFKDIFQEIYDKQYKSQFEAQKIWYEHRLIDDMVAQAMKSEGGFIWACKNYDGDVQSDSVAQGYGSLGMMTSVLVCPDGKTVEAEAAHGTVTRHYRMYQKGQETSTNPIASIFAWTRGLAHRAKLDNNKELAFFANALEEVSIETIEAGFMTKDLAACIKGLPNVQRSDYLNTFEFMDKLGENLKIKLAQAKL
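IDH1-R132H (0.5 ug/mL) preincubated 30 min with compound, then NADPH (0.016 mM) and alpha-KG (2 mM) added; 80 min at RT, pH 7.5. Remaining NADPH coupled via diaphorase/resazurin to fluorescence (540/590 nm); concentration-response curves normalized to no-enzyme control.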
RXFP1 agonist – activates the human relaxin receptor RXFP1. AID 2676. HEK293T-RXFP1 cAMP TR-FRET, 30 min; response scale: percent of porcine relaxin response, buffer zero. hit rate 0.3% among 370,000. Potency, µM (doses to about 57.5 µM), inactives show at the highest dose activation, usual class: activators; further: potency means the concentration at half of the fitted maximal effect; on the % scale 0 is the no-effect control and ±100 the full control effect; nearly all actives have a fitted effect of over 60% in size; many of its hits are not listed in these tables
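HEK293T cells stably expressing RXFP1 were pretreated with the PDE4 inhibitor Ro 20174, exposed to compounds for 30 min at 37C, lysed, and cAMP was read by TR-FRET. Data normalized to buffer (basal) and 29 nM porcine relaxin (100%).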
Vif-APOBEC3F blk – blocks the Vif interaction with APOBEC3F. HeLa A3F-eYFP + Vif (tagged APOBEC3F with the HIV-1 protein that degrades it), YFP fluorescence increase. Potency, µM (series often up to 46.1 µM), for inactives: at the top dose activity, negative = active. hit rate 0.2% among 390,000. AID 602313; further: potency means the concentration at half of the fitted maximal effect; % of control where 0% means no effect; nearly all actives have a fitted effect of over 65% in size
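Fluorescence increase (Ex 488/Em 500-530) after overnight compound treatment at 37 deg C flags inhibition of Vif-driven A3F-eYFP loss in stable HeLa A3F-eYFP/Vif cells seeded overnight beforehand.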
LDHA block – inhibitors of human lactate dehydrogenase A | AID 1347041 | activity change, % (values are at about 110 or 230 µM) | purified LDHA, NADH/diaphorase-resazurin fluorescence; stronger effect = lower value | P00338 | hit rate 0.15% among 480,000; in the data active means activity change below about -30%; inconclusive means mostly about -25% to -30%;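 further: plate controls were DMSO wells for no effect and wells without enzyme for full effect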
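LDH5 2 nM; NADH 0.06 mM, pyruvate 0.2 mM; 200 mM Tris pH 7.4, EDTA, Tween-20; 5 min RT. Detection: diaphorase 0.133 mg/mL + resazurin 37 µM, fluorescence ex540/em590 at 0 and 20 min; normalized to enzyme-free and DMSO wells.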
An asterisk follows results filed as active; ? = inconclusive; / = not tested or not shown; & = joins results of further samples; [ ] = another dose, or the depositor's remark. Unless noted, the call rests on the fitted dose curve; in most records, active means well fitted curve in the direction sought with a large enough effect; inconclusive means small, poorly fitted or top-dose-only effect, or another doubt; inactive means no such curve, though single readings can be large; an effect the other way counts as inactive or inconclusive. An excerpt, so the mix of outcomes need not match the whole.

SMILES	PI4K2A block	Vif-A3G inh	Glioma ERSR ind	USP1 inh	TrxR1 substrate	IDH1 R132H inh	RXFP1 agonist	Vif-APOBEC3F blk	LDHA block
COc1ccccc1N1CCN(C2CC(=O)N(c3cccc(Br)c3)C2=O)CC1 (stereo not drawn)	-7.7	-1.2%	-2.0%	-0.7%	12.1%	-0.6%	0.0%	-7.1%	-4.5
Cc1cc(C)c(C)c(S(=O)(=O)N2CCNC(=O)C2)c1C	3.9	-0.6%	0.5%	-4.8%	/	9.2%	/	-2.6%	-10.3
C=CCn1c(SCC(=O)Nc2ccc(N3CCOCC3)cc2)nc2ccccc2c1=O	1.5	1.0%	0.0%	-13.9%	2.4%	7.8%	1.6%	1.0%	1.0
CC1CCN(C(=O)COc2ccc(S(=O)(=O)N3CCCC3)cc2)CC1	-0.6	-2.3%	-0.2%	-6.3%	4.2%	-1.7%	3.1%	-0.5%	-5.1
Cn1c(=O)n(C)c2cc(/C=C3/SC(=O)N(CC(=O)N4CCOCC4)C3=O)ccc21	4.5	-5.4%	-1.6%	-16.5%	-3.1%[57.1 µM]	5.2%	-0.3%	-13.0%	-5.4
CN(C)S(=O)(=O)c1ccc(N2CCCC2)c(C(=O)N2CCN(S(=O)(=O)c3cccc(F)c3)CC2)c1	0.6	0.4%	-3.7%	-15.3%	-4.6%[57.1 µM]	1.3%	1.1%	3.8%	-4.0
Cc1c(CNC(=O)c2c([N+](=O)[O-])cnn2C)cnn1C	3.1	-3.6%	0.5%	-2.4%	8.9%	2.1%	0.6%	3.6%	-6.0
CCCS(=O)(=O)N1CCCC(c2nc(-c3ccc(OC)cc3)no2)C1 (stereo not drawn)	-0.2	-3.5%	-1.8%	?	8.3%	8.0%	0.2%	-1.1%	-9.0
Cc1ccc(OCC(=O)Nc2ccc(N3CCN(C(=O)c4ccc(C)cc4)CC3)cc2)cc1	-3.2	3.8%	-1.5%	1.6%	-0.2%	0.0%	0.2%	9.3%	1.0
CCOc1ccc(CCNC(=O)COC(=O)c2sccc2C)cc1OCC	5.5	0.3%	-1.4%	-14.1%	-2.0%	8.3%	-0.3%	7.7%	-0.8
Nc1nc2c(s1)CC(c1ccccc1)CC2 (stereo not drawn)	-14.0	-2.9%	6.2%	-7.2%	17.6%[57.1 µM]	5.1%	0.3%	0.7%	-1.4
Cc1nnc(SCC(=O)NC2CCCCCC2)n1C	-2.7	0.7%	1.8%	-29.5%	4.6%	2.8%	4.6%	0.8%	-1.5
CCc1ccccc1NC(=O)Cn1c(=O)n(-c2cccc(C)c2)c(=O)c2c1c1cc(OC)ccc1n2C	0.3	-0.5%	5.5%	-30.4%	9.1%	3.2%	17.4%	0.0%	-0.9
COc1cc(S(=O)(=O)NCc2ccncc2)c(OC)cc1Br	5.8	-0.6%	-3.6%	-12.4%	-2.2%	4.2%	2.2%	4.0%	-0.5
Cc1ccc(-c2nnn(CC(=O)Nc3ccc4nn(-c5ccccc5)nc4c3)n2)o1	-10.4	-4.3%	-1.0%	-1.9%	13.1%	5.3%	2.2%	-6.5%	-1.4
CC1CCCCN1C(=O)CSc1nc2ccccc2[nH]1 (stereo not drawn)	1.6	-0.7%	-1.4%	-5.1%	2.3%[57.1 µM]	-2.3%	1.2%	0.3%	-9.3
CN1OC[C@@H]2CN(C(=O)Cc3ccccc3)[C@H](c3ccccc3Br)C[C@@H]21	-4.8	2.3%	-7.4%	2.1%	/	-1.2%	/	-5.6%	?
C[C@H]1CN=C(N(C)C)N1CC1CCCC1	-0.7	1.6%	-3.5%	-8.6%	-5.6%	6.0%	0.4%	-1.1%	-13.0
Cc1ccc(Cl)cc1N1CCN(S(=O)(=O)c2ccc3c(c2)CCCN3C(=O)C2CCC2)CC1	-0.8	-2.0%	-4.3%	-9.5%	3.2%[57.1 µM]	0.0%	0.1%	3.2%	2.9
Cc1ccc(NC(=O)COC(=O)[C@@H]2CC(O)CN2S(=O)(=O)c2ccc3c(c2)OCCO3)cc1 (stereo partly drawn)	0.5	1.3%	-0.8%	-14.4%	-13.4%	0.2%	/	-2.5%	-7.7
COC(=O)c1ccc2c(c1)NC(=O)c1ccccc1S2	-3.6	0.9%	-4.9%	-18.8%	7.4%	1.8%	1.2%	-1.7%	-3.0
CCC(C)(C)n1nnnc1C(c1ccc2ncccc2c1)N1CCCCCC1 (stereo not drawn)	-4.9	0.0%	-2.3%	-14.5%	4.3%[57.1 µM]	-4.4%	4.0%	2.3%	-2.7
Cc1nn(C(C)C(=O)NCCN2CCCC2)c(=O)c2c1sc1ccccc12 (stereo not drawn)	0.9	2.5%	9.7%	-18.8%	8.5%	-9.6%	4.2%	3.3%	-1.9
COc1cc2c(cc1NC(=O)c1cc(-c3ccncc3)nc3ccc(C)cc13)oc1ccccc12	-0.4	-0.4%	-0.5%	-4.9%	6.7%[57.1 µM]	-1.2%	3.6%	-6.9%	4.9
COc1cccc(NC(=O)CN2C(=O)CSc3nc(C)cc(C)c32)c1	-1.3	-8.8%	1.1%	-12.0%	-0.1%[57.1 µM]	13.4%	-0.3%	0.1%	1.4

(further entries)
SMILES	PI4K2A block	Vif-A3G inh	Glioma ERSR ind	USP1 inh	TrxR1 substrate	IDH1 R132H inh	RXFP1 agonist	Vif-APOBEC3F blk	LDHA block
O=[N+]([O-])c1cnc(N2CCCCC2)c([N+](=O)[O-])c1	0.7	-8.0%	-3.4%	-13.9%	-16.1%	-7.8%	4.8%	-7.2%	-10.2
CNC(=O)c1ccc2nc(-c3cccc(C)c3)c(-c3cccc(C)c3)nc2c1	/	-1.2%	-1.6%	/	34.0%[activator]	/	/	/	1.4
CC(=O)Nc1ccc(NC(=O)C(C)OC(=O)CSc2ccc(Br)cc2C)cc1 (stereo not drawn)	1.8	0.9%	5.1%	-15.1%	-2.5%	-1.9%	1.2%	3.0%	-5.0
CC(=O)c1ccc(N2CCN(S(=O)(=O)c3ccccc3)CC2)c(F)c1	0.4	-1.4%	2.9%	-13.4%	6.8%[57.1 µM]	4.1%	3.2%	-4.0%	-3.7
O=C(/C=C/c1ccc(Br)o1)NCCCN1CCOCC1	2.9	2.8%	-2.8%	-7.7%	-2.5%	1.0%	0.0%	-4.6%	0.3
COCCOC(=O)C1=C(C)NC2=C(C(=O)CCC2)C1c1ccc(N(C)C)cc1 (stereo not drawn)	1.4	1.5%	5.0%	-6.3%	-1.1%	-4.0%	-1.3%	1.4%	6.4
CC(C)(CO)NCC#Cc1ccccc1	1.1	-0.6%	-2.2%	-15.6%	2.3%	8.7%	3.2%	3.1%	-6.9
O=C(c1cccs1)N1CCN(c2ncc(C(F)(F)F)cc2Cl)CC1	-3.0	-0.1%	2.3%	-11.1%	0.3%	3.6%	0.1%	-4.1%	1.4
Cc1ccc(C(C(=O)NC2CCCC2)N(C(=O)Cc2cccs2)c2ccc(C)c(C)c2)o1 (stereo not drawn)	0.5	-16.2%	3.5%	-18.5%	6.3%[57.1 µM]	5.21µM*	0.3%	-11.4%	0.3
CC(C)(C)c1ccc(S(=O)(=O)NC(=O)C2(C)CCN2C(=O)CC2CCCCC2)cc1 (stereo not drawn)	-9.5	-1.7%	6.6%	/	/	/	/	/	0.1
Cc1cc(C(=O)NNCc2ccccc2)no1	-0.1	1.0%	-1.0%&0.5%	-23.8%	1.2%	1.1%	0.6%	-6.4%	-11.7
CCC(C)NC(=O)Cn1c(=O)n(-c2ccc(OC)c(OC)c2)c(=O)c2ccccc21 (stereo not drawn)	1.9	-2.2%	-1.3%	-13.3%	-0.3%	8.6%	6.2%	5.1%	-0.1
COc1ccc(-c2nn(CCC#N)cc2C(=O)Nc2cccc(C(=O)O)c2)cc1OC	-3.1	-3.0%	0.1%	-23.9%	7.0%	0.8%	0.7%	-2.1%	-1.5
Cc1cc(C)nc(/N=C(\N)Nc2ccc(C(C)C)cc2)n1	-0.8	0.1%	-6.3%	-4.9%	-13.6%[57.1 µM]	6.5%	1.6%	-5.6%	1.4&-1.0
COc1ccccc1N(CC(=O)Nc1c(C)n(C)n(-c2ccccc2)c1=O)S(=O)(=O)c1ccccc1	-3.8	-0.5%	-5.5%	-20.4%	9.1%	-4.4%	/	-5.0%	-1.6
Cc1cccc(NC(=O)c2ncn3c2C(=O)N[C@H](C)C3)c1	-7.2	-2.5%	-1.5%	/	/	/	/	/	-6.5
COC(=O)c1ccccc1NC(=O)[C@@H]1CCC(=O)N1C1OC(=O)c2c1ccc(OC)c2OC (stereo partly drawn)	0.8	0.8%	-2.5%	-24.9%	6.3%	-8.7%	-1.2%	-4.8%	-1.2
Cc1nc2ccc(C(=O)Nc3ccc4c(c3)OCC(=O)N4)cn2c1N(C)C(=O)CCc1ccccc1	3.9	-1.4%	-1.6%	/	/	/	/	/	-1.8
CC(=O)c1ccc2c(c1)N(Cc1ccccc1Cl)C(=O)C(C)S2 (stereo not drawn)	2.7	-9.1%	-0.4%	/	/	/	/	/	-1.7
C=CCn1c(C)cc(C(=O)CSc2nc3ccccc3c(=O)[nH]2)c1C	-11.8	-12.2%	-4.6%	1.3%	5.6%	0.0%	0.6%	-0.5%	-0.3

Source: PubChem BioAssay (National Center for Advancing Translational Sciences (NCATS))
